L3MBTL1 block: inhibitors of human L3MBTL1 | Q9Y468 | AlphaScreen L3MBTL1–H3K9me1 peptide binding | Potency, µM (doses to about 57.1 µM), inactives show top-dose activity, negative = inhibition, usual class: inhibitors | 230,000 compounds, 0.66% hits | AID 485360; active = well fitted inhibition curve with a large enough effect; inconclusive = small, poorly fitted or top-dose-only effect; inactive = no such curve, though single readings can be large or run the other way; note: nearly all actives have a fitted effect of over 60% in size
Target sequence (Q9Y468 whole entry, looked up): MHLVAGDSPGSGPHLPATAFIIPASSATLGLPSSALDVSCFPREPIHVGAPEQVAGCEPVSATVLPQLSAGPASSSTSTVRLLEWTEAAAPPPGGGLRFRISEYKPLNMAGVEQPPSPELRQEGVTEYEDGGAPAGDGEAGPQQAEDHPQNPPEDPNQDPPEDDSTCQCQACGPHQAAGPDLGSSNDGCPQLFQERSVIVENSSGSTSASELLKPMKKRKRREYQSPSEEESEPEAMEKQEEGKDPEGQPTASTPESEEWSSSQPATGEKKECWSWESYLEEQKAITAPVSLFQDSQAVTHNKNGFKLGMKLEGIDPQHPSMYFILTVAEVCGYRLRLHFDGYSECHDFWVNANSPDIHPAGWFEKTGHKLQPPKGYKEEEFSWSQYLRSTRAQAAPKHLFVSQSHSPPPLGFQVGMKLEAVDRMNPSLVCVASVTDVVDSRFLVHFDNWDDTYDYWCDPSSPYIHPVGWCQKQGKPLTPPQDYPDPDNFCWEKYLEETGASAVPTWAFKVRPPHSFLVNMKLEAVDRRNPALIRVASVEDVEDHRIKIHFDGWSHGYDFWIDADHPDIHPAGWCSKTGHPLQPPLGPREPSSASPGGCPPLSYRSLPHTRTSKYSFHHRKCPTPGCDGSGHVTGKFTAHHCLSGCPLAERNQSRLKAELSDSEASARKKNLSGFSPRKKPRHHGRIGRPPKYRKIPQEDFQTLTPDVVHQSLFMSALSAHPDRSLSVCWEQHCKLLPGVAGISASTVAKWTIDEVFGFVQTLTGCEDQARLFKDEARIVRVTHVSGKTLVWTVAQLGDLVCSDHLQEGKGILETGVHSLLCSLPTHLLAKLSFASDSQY
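AlphaScreen proximity signal between nickel-chelate acceptor and streptavidin donor beads (final 10 ug/mL) reports binding of 50 nM L3MBTL1 to 75 nM biotin-H3 K9me1 peptide; complex incubated with compounds 30 min at room temperature; cefsulodin titration as control.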
* marks the source's active call; other numbers are inactive results; ? = inconclusive; [ ] = another dose, or the depositor's remark. % is set by controls: 0 for no effect and ±100 for the full control effect; potency is the fitted concentration of half-maximal effect.

SMILES	L3MBTL1 block
O=C(c1cccc(S(=O)(=O)N2CCCc3ccccc32)c1)N1CCN(c2ccccc2)CC1	-10%
Cc1ccc2c(c1)[C@H]1[C@H](CO2)[C@H](c2ccccc2)[C@]2(C)C(=O)N(Cc3ccco3)CC(=O)N12	?
CSCC(=O)N1CCCC(N2CCN(c3ccc(F)cc3)CC2)C1 (configuration not stated)	3%
CC(C)(C)NC(=O)CSc1nnc(-c2c[nH]c3ccccc23)o1	-1%
CC1=NN(C(N)=S)C(=O)C1N=Nc1ccc(Cl)cc1Cl (configuration not stated)	24%
Nc1nc(N)nc(-c2cc(F)ccc2O)n1	-11%
Cc1cccc(C)c1NC(=O)c1cc(S(=O)(=O)N2CCc3ccccc32)cn1C	1%
CC(=O)Nc1ccc(NC(=O)c2ccc(-c3ccccc3Cl)o2)cc1	5%
C[C@@H]1ON(C2CCCCC2)[C@H]2c3nc4ccccc4n3C[C@@H]12	0%
COc1ccc(N2CCN(C(=O)c3cccc(S(=O)(=O)N4CCOCC4)c3)CC2)cc1	2%
Cc1cc(C)c(C)c(OCCCCN2CCCCC2)c1	49%[activator]
O=C(COC(=O)c1ccc([N+](=O)[O-])cc1Cl)NCc1ccco1	-2%
COc1ccc(CCC(=O)NCCS(=O)(=O)N2CCN(c3ccc(F)cc3)CC2)cc1	-7%
COc1cccc2sc(=NC(=O)CS(=O)(=O)c3ccc(Cl)cc3)n(C)c12	-10%
CC(C)Cn1c(=S)[nH]c2cc(C(=O)NCc3ccccc3F)ccc2c1=O	-2%
O=C(COc1ccccc1F)Nc1nc(-c2ccccn2)cs1	-56%
O=C(COC(=O)c1cnc(Cl)c(Cl)c1)NC1CCCCCC1	7%
CC1CN(S(=O)(=O)c2cc(C(=O)N(C)Cc3cccs3)ccc2Cl)CC(C)O1 (configuration not stated)	3%
O=C1CCc2cc(S(=O)(=O)Nc3ccccc3)cc3c2N1CCC3	11%
CC1=NN(c2ccc(C)cc2)C(=O)/C1=C/c1ccc(-c2cc([N+](=O)[O-])ccc2O)o1	32µM*
Cc1ccc(C(C)C)c(OCCNC(=O)c2ccccc2O)c1	20%
CC(C)n1nc(C(=O)Nc2cccc(S(=O)(=O)N3CCCCC3)c2)c2ccccc2c1=O	4%
COc1ccc(NC(=O)CCCCCN2C(=O)c3cccc([N+](=O)[O-])c3C2=O)c(OC)c1	-11%
COc1cc(/C=N/NC(=O)c2cccc(S(=O)(=O)N3CCCC3)c2)ccc1O	6%
COc1ccc(S(=O)(=O)N2CCOCC2)cc1C(=O)NCc1ccccc1CN1CCCC1	-4%
The list continues:
SMILES	L3MBTL1 block
COCCN(C(=O)COC(=O)c1cc2c(s1)CCC2)c1c(N)n(Cc2ccccc2)c(=O)[nH]c1=O	2.5µM*
CN(Cc1ccccc1)C(=O)Cc1ccccc1	1%
Cc1c(C(=O)OCC(=O)N(CC(C)C)c2c(N)n(Cc3ccccc3)c(=O)[nH]c2=O)oc2ccccc12	6%
CC(OC(=O)c1ccc(Cl)nc1)C(=O)NC1CCCC1 (configuration not stated)	7%
CC(NC(=O)c1ccco1)C(=O)N1CCN(c2cccc(C(F)(F)F)c2)CC1 (configuration not stated)	42%[activator]
CN1CCC(N(CCc2ccccc2)C(=O)CCC(=O)O)CC1	7%
COc1ccc(NC(=O)C2C(c3ccccc3)C2(Cl)Cl)c(OC)c1 (configuration not stated)	-6%
CN(C(=O)COC(=O)C1(C)CC1(Cl)Cl)c1c(N)n(Cc2ccccc2)c(=O)[nH]c1=O (configuration not stated)	-1%
O=C(Nc1ccc(S(=O)(=O)N2CCOCC2)cc1)c1ccccc1F	5%
COc1ccc([C@@H]2[C@@H]3C(=O)N(C(C)(C)C)C(=O)[C@@H]3[C@]3(Cc4ccc(Cl)cc4)C(=O)N(c4ccc(OC)cc4)C(=O)N23)cc1	0%
O=C(NCc1ccc2c(c1)OCO2)c1c(-c2ccccc2)sc2ccccc12	10%
Cc1cccc(NS(=O)(=O)c2cc(Cl)ccc2Cl)n1	13%
NC(=O)C1CCN(C(=O)CCNS(=O)(=O)c2ccccc2F)CC1	-1%
O=C(NCCCN1CCCC1=O)C1CCN(S(=O)(=O)c2ccccc2)CC1	0%
Cc1c(Cc2ccccc2)c(=O)oc2c(C)c(OC(C)C(=O)NCC3CCC(C(=O)O)CC3)ccc12 (configuration not stated)	3%
Cc1ccc(NC(=O)CC(C)CC2=NS(=O)(=O)c3ccccc3N2)cc1 (configuration not stated)	5%
CC1CCC(NC(=O)c2cc(S(=O)(=O)N3CCCCC3)c[nH]2)CC1 (configuration not stated)	-2%
CCOC(=O)C1=C(C)N(C[C@@H]2CC[C@@H](Cc3ccc(-c4ccccc4)cc3)O2)C(=O)NC1c1ccc(Cl)cc1 (some centres not stated)	-13%
O=C(COC(=O)/C=C/c1ccc([N+](=O)[O-])cc1)NNC(=O)c1ccccc1	0%
CN(c1ccccc1)S(=O)(=O)c1cccc(NC(=O)CSc2nnc(C3CC3)n2C)c1	3%
CCOc1ccc(C(=O)OC(C)C(=O)N2CCN(Cc3ccccc3)CC2)cc1 (configuration not stated)	-4%
CCCCn1nc(C(=O)N(CC)CC(=O)Nc2c(F)cccc2F)c2ccccc2c1=O	4%
CC(C)(C)c1ccc(OCCC(=O)Nc2ccc(N3CCOCC3)cc2N2CCOCC2)cc1	-26%
COCCCN(C(=O)c1ccccc1F)c1nc(-c2ccc(OC)cc2)cs1	7%
O=C(NCCc1ccccc1)c1ccc(S(=O)(=O)N2CCCC2)cc1	1%

Reprinted from the entries so far (5 entries):
SMILES	L3MBTL1 block
CCOc1ccc(C(=O)OC(C)C(=O)N2CCN(Cc3ccccc3)CC2)cc1 (configuration not stated)	-4%
CCCCn1nc(C(=O)N(CC)CC(=O)Nc2c(F)cccc2F)c2ccccc2c1=O	4%
CC(C)(C)c1ccc(OCCC(=O)Nc2ccc(N3CCOCC3)cc2N2CCOCC2)cc1	-26%
COCCCN(C(=O)c1ccccc1F)c1nc(-c2ccc(OC)cc2)cs1	7%
O=C(NCCc1ccccc1)c1ccc(S(=O)(=O)N2CCCC2)cc1	1%

Part of the list above in order of heavy-atom count, descending.
SMILES	L3MBTL1 block
CCOC(=O)C1=C(C)N(C[C@@H]2CC[C@@H](Cc3ccc(-c4ccccc4)cc3)O2)C(=O)NC1c1ccc(Cl)cc1 (some centres not stated)	-13%
CN(C(=O)COC(=O)C1(C)CC1(Cl)Cl)c1c(N)n(Cc2ccccc2)c(=O)[nH]c1=O (configuration not stated)	-1%
O=C(Nc1ccc(S(=O)(=O)N2CCOCC2)cc1)c1ccccc1F	5%
CC1CCC(NC(=O)c2cc(S(=O)(=O)N3CCCCC3)c[nH]2)CC1 (configuration not stated)	-2%
CC(OC(=O)c1ccc(Cl)nc1)C(=O)NC1CCCC1 (configuration not stated)	7%

Following part.
SMILES	L3MBTL1 block
Cc1nn(CC(=O)N2CCN(C(=O)c3ccco3)CC2)c(C)c1[N+](=O)[O-]	10%
CCC(C)Sc1ccc(-c2nc3ccc(C)cn3c2NCc2ccccc2)cc1OC (configuration not stated)	-7%
COCc1c(C(=O)NCC2COc3ccccc3O2)oc2ccccc12 (configuration not stated)	1%
COc1ccc(Cl)cc1NC(=O)CSc1nc(-c2ccccc2)cc(=O)[nH]1	-4%
C=CCC[C@H](Cc1ccc(F)cc1)C(=O)OC[C@H](C)NC(=O)[C@H](CC=C)CC(=O)NCCO	2%
Cc1ccccc1OCCC(=O)OCC(=O)N1CCN(S(=O)(=O)c2ccc(Cl)cc2)CC1	6%
O=C(COC(=O)CC1CCCCC1)Nc1c(Cl)cccc1Cl	61%[activator]
Cc1cc(C)n2nc(C)c(-c3ccc(Cl)cc3)c2n1	40%[activator]
O=C1C(Cc2ccccc2)Nc2ncnc(N3CCCCC3)c2N1Cc1ccccc1 (configuration not stated)	0%
N#Cc1ccc(C(=O)Nc2cc(-c3ccccc3)nn2-c2ccccc2)cc1	6%
Cc1cc(C)n(-c2ccc(C(=O)OC(C)C(=O)Nc3ccc(C(N)=O)cc3)cc2)n1 (configuration not stated)	-3%
Cc1ccc(C(=O)CNc2ccc(C)cc2C)cc1	-1%[2.29 µM]
CC[C@]12c3[nH]c4ccccc4c3CCN1C(=O)C(CC(=O)NCCCOC)C[C@@H]2C(=O)N1CCN(C(=O)C2CC2)CC1 (some centres not stated)	2%
COc1ccc(CCNC(=O)COC(=O)c2cnc(Cl)c(Cl)c2)cc1	-2%
CCOc1ccccc1OCC(=O)Nc1cc(S(=O)(=O)N2CCCCC2)ccc1OC	6%
CN(c1ccccc1C(=O)Nc1ccc2c(c1)n(C)c(=O)n2C)S(C)(=O)=O	0%
CC[C@@]1(c2ccccc2OC)C(=O)N(C(=O)OC)N1C(=O)OC	10%
CCOC(=O)c1c(CS(=O)(=O)c2ccccc2)n(C)c2cc(Br)c(O)cc12	-4%
CC1CCC2(CC1)NC(=O)N(CC(=O)NCc1ccc(Cl)cc1)C2=O (configuration not stated)	3%
CC1(C)O[C@@H]2[C@H](O1)[C@@H](CO)O[C@H]2n1ccc(=O)[nH]c1=O	1%
Cc1cnc(C(=O)OCC(=O)c2ccc(C3CCCCC3)cc2)cn1	5%
CC1CN(CC(=O)NCc2ccc(Cl)cc2)CC(C)O1 (configuration not stated)	-2%
COc1ccc(CCNC(=O)CSC2=NS(=O)(=O)c3cc(Cl)ccc3N2)cc1OC	-5%
CCNC(=S)N(CCN(CC)CC)Cc1cc2cc3c(cc2[nH]c1=O)OCO3	9%
O=C(Cn1cc(C(=O)C(F)(F)F)c2ccccc21)Nc1ccccc1F	2%
(listing goes on)
SMILES	L3MBTL1 block
CON(C)C(=O)CC1(CN(Cc2ccccc2)C(=O)OC(C)(C)C)CCCCC1	6%
NS(=O)(=O)c1cccc(NC(=O)CSc2nnc(-c3ccncc3)n2C2CC2)c1	0%
CN(C(=O)COC(=O)c1ccc(Br)c(S(=O)(=O)N2CCOCC2)c1)C1CCCCC1	-2%
O=C(CNC(=O)c1ccc(Cl)cc1)NCc1ccccn1	2%
CSCCC(NC(=O)COc1ccccc1)C(=O)N(C)Cc1cccc(F)c1 (configuration not stated)	-4%
Cc1nnc(SCC(=O)Nc2cc(S(=O)(=O)N3CCCC3)ccc2Cl)n1C1CC1	0%
CCOC(=O)C1=C(C)Nc2ccccc2N=C1NC(=O)c1cc(C)on1	1%
Cc1ccc(-c2nn(-c3ccc(F)cc3)cc2C(=O)NCC(c2cccs2)N2CCOCC2)cc1 (configuration not stated)	2%
CCOc1ccc(NC(=O)c2cccc(-n3cccc3)c2)cc1S(=O)(=O)N1CCOCC1	5.6µM*
COc1ccc(S(=O)(=O)Nc2ccc3c(c2)C(=O)N([C@H](C)CO)C[C@H](C)[C@@H](CN(C)C(=O)NC(C)C)O3)cc1	4%
CCOC(=O)N1CCN(C(=O)c2cc(OC)c(OC)c(OC)c2)CC1	-1%
COc1ccccc1C(=O)Nc1ccc2[nH]ncc2c1	-2%
C[C@@H]1O[C@@H](OC[C@@H]2O[C@H](Oc3c(-c4ccc(O)cc4)oc4cc(O)cc(O)c4c3=O)[C@@H](O)[C@H](O)[C@H]2O)[C@H](O)[C@H](O)[C@H]1O	6%
Cn1c(-c2ccccc2)cnc1NCc1ccc(F)cc1	1%
O=C(Nc1cccnc1)c1ccc(Cl)c(Cl)c1	-6%
CC(C)(c1ccccc1)c1ccc(OCc2ccc(C(=O)O)o2)cc1	-8%
O=C(COC(=O)c1ccc(O)cc1)NC(=O)NCc1ccccc1	6%
OCC[C@@H]1C[C@H](O)[C@@H](O)[C@@]2(CCCc3ccccc3O2)O1	-2%
COc1ccc(S(=O)(=O)N2CCOCC2)cc1NC(=O)c1ccncc1	6%
Cc1cccc(Cn2c(N3CCN(CCO)CC3)nc3c2c(=O)[nH]c(=O)n3C)c1	0%
CCOC(=O)C1(CCOc2ccccc2)CCN(Cc2ccc(OC)c(O)c2)CC1	24%
CCOC(=O)C1=CNS(=O)(=O)NC1c1ccccc1 (configuration not stated)	7%
CCS(=O)(=O)N1CCC(C(=O)Oc2ccccc2)CC1	7%
CCN1CCN(c2ccc(S(=O)(=O)N3CCCCC3)cc2NC(=O)c2cccc(C)c2[N+](=O)[O-])CC1	-4%
NC(=O)C1CCN(C(=O)C2CCN(C(=O)Nc3ccccc3)CC2)CC1	5%

Pulled by structure from above:
SMILES	L3MBTL1 block
OCC[C@@H]1C[C@H](O)[C@@H](O)[C@@]2(CCCc3ccccc3O2)O1	-2%
O=C(COC(=O)c1ccc(O)cc1)NC(=O)NCc1ccccc1	6%
CON(C)C(=O)CC1(CN(Cc2ccccc2)C(=O)OC(C)(C)C)CCCCC1	6%

Continuation.
SMILES	L3MBTL1 block
CCOC(=O)c1c(C)[nH]c(C)c1C(=O)COC(=O)c1cccs1	-11%
O=C1C=C(c2ccc(F)cc2OCc2ccccc2)C[C@@H](c2ccc(Cl)cc2)C1	8%
O=C(N/N=C/c1ccc(Cl)cc1Cl)c1ccncc1	-5%
Cc1ccccc1NC(=O)CSc1nnc2ccc(-c3ccccn3)nn12	6%
Cc1cc2c(s1)c(C=O)c(C(=O)NCc1ccccc1F)n2C	3%
O=C(NCc1ccco1)c1ccccc1	1%
Cc1ccnc(NCc2ccc(Cl)cc2)c1	0%
CCc1sc(C(=O)Nc2cc(S(=O)(=O)N3CCOCC3)ccc2OC)cc1C	-1%
Cc1cc(=O)n(CCCc2ccccc2)[nH]1	?
CCN(CC(=O)Nc1cc(Cl)ccc1C)C(=O)Cc1ccsc1	5%
CC(=O)OCC[C@H](NS(=O)(=O)OCC(Cl)(Cl)Cl)c1ccccc1	-4%
COc1ccc(NC(=O)CSc2nc3[nH]c(=O)cc(O)c3s2)c(OC)c1	-2%
CCOc1ccc(CCNC(=O)COC(=O)/C=C/c2cccc(OC)c2)cc1OCC	-7%
CCOc1ccc(NC(=O)CCC(=O)c2ccc(Br)cc2)cc1	-5%
COc1cc2cnc(CCO[C@H]3CCCCO3)cc2cc1OC	-6%
O=C(NNC1=NS(=O)(=O)c2ccccc21)c1cccc([N+](=O)[O-])c1	1%
N#CC1(NC(=O)COc2ccccc2[N+](=O)[O-])CCCCC1	-1%
Cc1ccc(C(=O)NCc2ccc(Cl)cc2)cc1S(=O)(=O)N1CCCCC1	-8%

Source: PubChem BioAssay

A portion of the library (hit frequency here may not be typical).
